ROC1-CUL1 inh: blocks human RBX1-Cullin-1 di-ubiquitin formation; P62877+Q13616; in vitro K48 di-Ub FRET, acceptor:donor ratio, 45 min; inhibition, % at 10 µM; 140,000 tested, 0.6% active; in the data active means inhibition above about 25%
Target sequence (P62877 whole entry, looked up): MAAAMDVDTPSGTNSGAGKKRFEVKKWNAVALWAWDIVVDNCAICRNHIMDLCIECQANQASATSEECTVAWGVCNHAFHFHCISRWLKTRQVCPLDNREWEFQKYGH
Target sequence (Q13616 whole entry, looked up): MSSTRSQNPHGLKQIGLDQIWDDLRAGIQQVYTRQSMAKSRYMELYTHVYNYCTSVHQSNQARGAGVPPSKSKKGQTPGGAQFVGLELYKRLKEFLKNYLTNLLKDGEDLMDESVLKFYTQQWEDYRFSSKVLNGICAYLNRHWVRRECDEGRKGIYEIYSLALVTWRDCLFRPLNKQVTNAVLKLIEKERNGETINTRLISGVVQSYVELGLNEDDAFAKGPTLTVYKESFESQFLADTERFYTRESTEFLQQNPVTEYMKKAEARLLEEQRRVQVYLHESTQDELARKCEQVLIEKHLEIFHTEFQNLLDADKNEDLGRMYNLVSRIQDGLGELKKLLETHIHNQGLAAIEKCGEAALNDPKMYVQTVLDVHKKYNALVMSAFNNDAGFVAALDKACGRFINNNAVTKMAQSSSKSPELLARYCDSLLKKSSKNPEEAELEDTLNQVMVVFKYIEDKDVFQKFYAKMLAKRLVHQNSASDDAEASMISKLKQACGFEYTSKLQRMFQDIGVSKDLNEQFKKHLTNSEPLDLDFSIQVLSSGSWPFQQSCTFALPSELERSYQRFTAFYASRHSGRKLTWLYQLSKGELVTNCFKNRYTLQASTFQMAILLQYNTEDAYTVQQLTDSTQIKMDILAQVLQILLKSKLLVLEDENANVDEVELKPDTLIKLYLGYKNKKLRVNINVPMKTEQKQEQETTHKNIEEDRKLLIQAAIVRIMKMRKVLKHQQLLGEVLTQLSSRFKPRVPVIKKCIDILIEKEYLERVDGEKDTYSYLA
The depositor's hits bear a star. An excerpt. The share of hits here may be higher or lower than overall.

no.	structure	ROC1-CUL1 inh
1	COc1ccccc1NC(=O)C(=O)c1cc(C)n(-c2cc(C)cc(C)c2)c1C	-2
2	COc1ccccc1CNS(=O)(=O)c1c(C)nc2sc(C)cn2c1=O	-8
3	N#Cc1cc(Oc2ccc(-c3cnc4ccccc4n3)cc2)nc2ccccc12	-1
4	CCc1ccc(N2CC(C(=O)Nc3ccccc3C(=O)Nc3c(C)cccc3C)CC2=O)cc1 (configuration not stated)	4
5	Cc1ccc(CNC(=O)c2nc(SCc3ccc(C)cc3)ncc2Cl)cc1	0
6	O=C(c1ccc(Br)cc1)c1sc(N2CCCCC2)nc1-c1ccccc1	-8
7	CN(C)CCNC(=O)CCC1CCN(Cc2cc3ccccc3s2)CC1	1
8	CCOc1ccccc1/C=N/NC(=O)c1ccc(Br)o1	0
9	COc1cccc(C2c3c(oc4ccccc4c3=O)C(=O)N2Cc2ccccc2)c1 (configuration not stated)	-7
10	Cc1ccc(NC(=O)CSc2nnc(Cc3ccccc3)n2C)cc1C	-2
11	COc1ccc(Cc2n[nH]c(=S)n2-c2ccccc2)cc1Br	8
12	CC(=O)C1C(=O)C(=O)N(CCc2c[nH]c3ccccc23)C1c1cccc(F)c1 (configuration not stated)	-5
13	NC(=S)N/N=C\c1ccc(-c2cc(C(=O)O)ccc2Cl)o1	2
14	O=C(CCC1CCN(Cc2cn[nH]c2-c2cccc(F)c2)CC1)NCC1CCCO1 (configuration not stated)	-4
15	CCOc1ccc(C(=O)c2cn(CC(=O)Nc3ccc4c(c3)OCCO4)c3ccc(F)cc3c2=O)cc1	-2
16	O=S(=O)(Nc1ccc(F)c(F)c1)c1ccccc1	4
17	COc1cc(C2C(C(=O)c3ccc4c(c3)OCCO4)C(=O)C(=O)N2Cc2ccco2)ccc1O (configuration not stated)	1
18	Cc1ccc(S(=O)(=O)N/N=C2\CCC3C4CC[C@H]5CC(O)CC[C@]5(C)C4CC[C@]23C)cc1 (some centres not stated)	-2
19	O=C(NC1=NCCS1)c1cccc(F)c1	12
20	Cc1cc(-n2cc(-c3cc(C(=O)N(C)C)c4cccc(C)c4n3)cn2)ccn1	7
21	COc1ccc(-c2csc3ncn(CC(=O)NCCc4ccccc4)c(=O)c23)cc1OC	-6
22	COc1ccc(S(=O)(=O)Nc2cc(SCc3ccccc3)c(O)c3ccccc23)cc1	2
23	COc1ccc2nc(-c3ccccc3)cc(Cl)c2c1	-2
24	O=S(=O)(c1cc(C(F)(F)F)ccc1Cl)N1CCOCC1	0
25	Cc1nc(N2C(=O)C(=O)C(C(=O)c3ccccc3)C2c2cccs2)sc1C (configuration not stated)	7
26	COc1ccc(S(=O)(=O)NCCS(=O)(=O)N2CCN(c3ccccc3)CC2)cc1C	4
27	CCN1CCN(c2ncnc3c2cnn3-c2cccc(C)c2)CC1	6
28	CC1(C)C2CCC1(C)C1(C2)NC(=O)c2ccccc2O1 (configuration not stated)	-3
29	COc1ccc(NC(=O)C2Cc3ccccc3N2C(=O)c2ccccc2)c(OC)c1 (configuration not stated)	-6
30	CCC1CN(Cc2coc3ccc(C)cc3c2=O)Cc2cc(OC)ccc2O1 (configuration not stated)	4

Some of these compounds in order of formula weight, lowest first:
no.	structure	ROC1-CUL1 inh
27	CCN1CCN(c2ncnc3c2cnn3-c2cccc(C)c2)CC1	6
3	N#Cc1cc(Oc2ccc(-c3cnc4ccccc4n3)cc2)nc2ccccc12	-1
25	Cc1nc(N2C(=O)C(=O)C(C(=O)c3ccccc3)C2c2cccs2)sc1C (configuration not stated)	7

The list continues.
no.	structure	ROC1-CUL1 inh
31	O=C(CSc1cccc2cccnc12)N1CCCCCC1	3
32	Cc1cccc(-n2c(SCC(=O)Nc3ccc(F)c(Cl)c3)nc3sc4c(c3c2=O)CCCC4)c1	-4
33	O=C(Cc1ccc(Cl)cc1)Nc1ccccc1	6
34	CCC(CC)C(=O)N1CCc2cc(S(=O)(=O)N3CCOCC3)ccc21	-1
35	O=S(=O)(Cc1ccc(F)cc1)NC1CC2CCC1C2 (configuration not stated)	13
36	C#CCOc1c(Cl)cc(C2c3c(n[nH]c3C)OC(=N)C2C#N)cc1OC (configuration not stated)	2
37	O=C(NCc1ccon1)c1ccc2nc(C3CCCCC3)oc2c1	-1
38	Cn1c(=O)c2c(-c3ccc(Cl)cc3)n(CCc3ccccc3)cc2n(C)c1=O	-14
39	COc1ccc(/C=N/NC(=O)C(C)n2nnc3ccccc32)cc1OC (configuration not stated)	0
40	ClC(Cc1ccccc1)(Cc1ccccc1)Cn1ccnc1	12
41	O=C(CSc1cn(CC(=O)N2CCCCC2)c2ccccc12)Nc1ccccc1F	3
42	CCNC(=O)N1CCCC(Cc2ccccc2)(C(=O)OCC)C1 (configuration not stated)	7
43	Fc1ccc(-c2cn3cc(Cc4ccccc4Cl)sc3n2)cc1	-11
44	Cc1cccc(C2=NN3C(=N)/C(=C\c4cccs4)C(=O)N=C3S2)c1	11
45	CCNC(=O)C1CCN(S(=O)(=O)c2cc(C)ccc2C)CC1	2
46	COC(=O)[C@@H]1CCCN1Cc1cn[nH]c1-c1ccc(OC)cc1OC	-1
47	CC(C)CCNC(=O)c1ccc(Cl)c(NC(=O)c2cccnc2)c1	9
48	CCOC(=O)c1cnn(-c2ccccc2)c1N(C(=O)c1ccc(Br)cc1)C(=O)c1ccc(Br)cc1	-3
49	O=c1oc(-c2ccccc2Cl)nc2c(Cl)cc(Cl)cc12	2
50	Cc1ncc2c(c1CNC(=O)CSc1ncccn1)CCN(C(=O)c1ccc(CC(C)C)cc1)C2	2
51	CCn1c2ccccc2c2cc(NC(=O)COc3ccc(C)cc3C)ccc21	-9
52	COC(=O)C(C(=O)Nc1cccc2ccccc12)C1CCCC1 (configuration not stated)	-1
53	COC(c1ccc2c(c1)CN(C(=O)c1scc3c1OCCO3)CCO2)C1CCCCC1 (configuration not stated)	-2
54	O=C1/C(=C/c2ccc(F)cc2)SC(=Nc2ccc(F)cc2)N1c1ccc(F)cc1	4
55	CS(=O)(=O)Nc1ccccc1C#N	5
56	CCC1CN(C(=O)c2ccc(NCCc3ccco3)nc2)CCN1C(C)C (configuration not stated)	-2
57	COc1cccc(C(=O)Nc2ccccc2-c2nnc(-c3ccc(C(C)(C)C)cc3)o2)c1	13
58	CCNC(=O)Cc1ccc(-c2cccc(-c3ccn[nH]3)c2)cc1	1
59	O=C(NCCCN1CCOCC1)c1ccccc1	8
60	CC(C)c1ccc(-c2c(C#N)c(N)n3c(nc4ccccc43)c2C#N)cc1	3
61	CCC1=NN2C(=N)/C(=C/c3cc(Cl)c(OCCOc4ccccc4)c(Cl)c3)C(=O)N=C2S1	-1
62	CC(C)(Oc1ccc(Cl)cc1Cl)C(=O)N1CCC2(CC1)OCCO2	-9
63	O=C(NCc1ccccc1)Oc1cccc(Cl)c1	-11
64	Cc1c(CN2CC[C@@H](N3CCCCCC3)[C@H](O)C2)c(=O)n(-c2ccccc2)n1C	-4
65	CC(C)(C)OC(=O)N1CCC(c2c(C(=O)Nc3ccc4c(c3)OCCO4)cnn2-c2ccc(Cl)cc2)CC1	1
66	CCCN1CCC(NC(=O)C(C)Oc2ccc(Br)cc2)CC1 (configuration not stated)	2
67	CCN1C(=O)C(C=Nc2cccc(Br)c2)C(=O)N(CC)C1=O	7
68	O=C(Nc1nnc(C(F)(F)F)s1)c1cc(Cl)ccc1Cl	-10
69	Cc1ccccc1C1=NC(C(F)(F)F)(C(F)(F)F)N=C(c2ccco2)O1	12
70	C#Cc1ccc(OC)cc1	11
71	COCCn1c(=NC(=O)c2ccc3c(c2)OCCO3)sc2cc(NC(C)=O)ccc21	-1
72	CC(C)c1ccc(CCC(=O)N2CCC(C(N)=O)CC2)cc1	0
73	CCOCn1ncc(Cl)c(Cl)c1=O	2
74	CC(=O)CSc1nc(CCc2ccccc2)c(C#N)c(=O)[nH]1	-5
75	O=C(Nc1cccc(Cl)c1)N1C(=S)N[C@H]2CCCC[C@@H]21	-9
76	COc1ccc(CCN2C(=O)c3[nH]nc(-c4ccccc4O)c3C2c2ccc(OC)cc2)cc1 (configuration not stated)	-10
77	CN(Cc1ccc(F)cc1)c1ccc(-c2nc(C3CC3)no2)cn1	6
78	Cc1ccc(C2Oc3ccccc3C3CC(c4cccs4)=NN32)o1 (configuration not stated)	0
79	COc1ccc(S(=O)(=O)NC2CCC(NS(=O)(=O)c3ccc(OC)cc3)CC2)cc1 (configuration not stated)	2
80	O=C(NCc1ccccn1)C1CCN(C2CCN(Cc3ccoc3)CC2)CC1	2
81	COc1cc(C(=O)NC(C)c2ccccc2)ccc1OC1CCN(C(C)=O)CC1 (configuration not stated)	-2
82	CCOC(=O)c1nc2cnc(NC)nc2n(C)c1=O	9
83	CN(CC1CCCCO1)C(=O)c1cc(Cn2cnc3ccccc32)[nH]n1 (configuration not stated)	3
84	Cn1nccc1C(=O)n1cnc2ccccc21	-9
85	COc1ccc2c(c1)C(N1CCN(CCO)CC1)Cc1ccccc1S2 (configuration not stated)	0
86	CC1CN(C(=O)Nc2ccc(C(=O)NCCc3ccccc3)cc2)c2ccccc2S1 (configuration not stated)	-1
87	CS(=O)(=O)c1ccc2sc(NC(=O)NC3(C(F)(F)F)Oc4ccc(Cl)cc4O3)nc2c1 (configuration not stated)	-2
88	Cc1nc(N2CC(C)CC(C)C2)nc2c1C(=O)CC(C)C2 (configuration not stated)	6
89	Cc1nc(SCC#CCO)n(-c2ccccc2)c1C	11
90	COc1ccc(-c2nc(CNS(=O)(=O)c3ccc(F)cc3)cs2)cc1	-7

Additional compounds
no.	structure	ROC1-CUL1 inh
91	COc1ccc(CNC(=O)c2ccccc2Cl)cc1	-1
92	CCCC12CN3CC(C)(CN(C1)C3c1ccc(CC)cc1)C2=O (configuration not stated)	0
93	Cc1ccc2c(c1)CN(CC(=O)NCc1cnn(Cc3ccccc3)c1)CC(c1ccsc1)O2 (configuration not stated)	-4
94	CCC(NC(=O)c1ccccc1C)c1ccccc1 (configuration not stated)	2
95	O=C(c1cn(CCN2CCOCC2)nn1)N1CCCC(c2nc3ccccc3o2)C1 (configuration not stated)	-1
96	CCCOc1ccc(C(=O)C2C(=O)C(=O)N(CCCN(C)C)C2c2cccc(OC)c2OC)cc1 (configuration not stated)	4
97	CN1CCc2nc(SCc3ccccc3F)c(C#N)c(-c3ccsc3)c2C1	6
98	CS(=O)(=O)c1ccc([N+](=O)[O-])cn1	63*
99	Cc1sc(NC(=O)c2ccccc2F)c(C#N)c1C	4
100	OC1(c2ccc(Cl)cc2)CC(C(F)(F)F)=NN1c1nc2ccccc2s1 (configuration not stated)	0
101	Cc1ccc(NC(=O)/C=C/c2ccc3c(c2)OCO3)c(C)c1	-2
102	O=C(CN1CCCC1)Nc1ccc(Cl)cc1F	3
103	COCCN1C(=O)CC(CC(=O)N(CC2CC2)CC2CCCO2)(c2ccccc2F)C1=O (configuration not stated)	-6
104	Cc1ccc(NC(=O)c2c(C)[nH]c(=S)c(C#N)c2-c2cccs2)c(C)c1	5
105	CCCCC1=NN(C(=O)c2cccc(Cl)c2)C(O)(C(F)(F)F)C1 (configuration not stated)	15
106	Cc1ccc(C2=Nc3nc4ccccc4n3C(c3ccccc3F)C2)cc1C (configuration not stated)	9
107	COc1cc(CNc2ccc(S(N)(=O)=O)cc2)ccc1OCC(=O)NC1CCCCC1	5
108	CCCCc1nn2c(=O)c(NC(=O)c3ccccc3C)cnc2s1	2
109	Cc1c(Cl)cccc1NC(=O)CCC(=O)NNC(=O)c1ccccc1C(=O)O	-1
110	CC(C)Cc1ccc(S(=O)(=O)Nc2ccc3[nH]c(=O)[nH]c3c2)cc1	2
111	O=S(=O)(NCCNc1cc(C2CCNCC2)ncn1)c1ccc(Cl)cc1	1
112	CCc1ccc(NCc2nc(-c3ccccc3)no2)cc1	1
113	O=C(O)C1Sc2c(sc(=O)n2Cc2ccccc2)C2c3ccccc3OC(=O)C12 (configuration not stated)	10
114	COc1cccc(CC2(CCC(=O)NC(c3ccccc3)c3ccc(Cl)cc3)CCC(=O)N2)c1 (configuration not stated)	-2
115	Cc1cccc(N2C(=O)C(=Nc3ccccc3C)C(Cl)C2=O)c1 (configuration not stated)	-2
116	C=Cc1ccc(CN2C(=O)c3ccccc3Sc3ccc(C(=O)OCc4ccco4)cc32)cc1	-5
117	CC(C)CNC(=S)NNC(=O)c1ccc(OC(F)F)cc1	-9
118	Cc1cc(C)n(C(=O)COc2ccccc2C)n1	-4
119	Cc1ccc(-c2cc(C(F)(F)F)n3nc(C(=O)N(C)Cc4c(C)nn(C)c4C)cc3n2)cc1	-8
120	COc1cc(OC)c(NC(=O)Nc2nnc(N(C)C3CCCCC3)s2)cc1Cl	4

In the list so far, these have a furan ring, fused or not.
no.	structure	ROC1-CUL1 inh
8	CCOc1ccccc1/C=N/NC(=O)c1ccc(Br)o1	0
13	NC(=S)N/N=C\c1ccc(-c2cc(C(=O)O)ccc2Cl)o1	2
17	COc1cc(C2C(C(=O)c3ccc4c(c3)OCCO4)C(=O)C(=O)N2Cc2ccco2)ccc1O (configuration not stated)	1
56	CCC1CN(C(=O)c2ccc(NCCc3ccco3)nc2)CCN1C(C)C (configuration not stated)	-2
69	Cc1ccccc1C1=NC(C(F)(F)F)(C(F)(F)F)N=C(c2ccco2)O1	12
78	Cc1ccc(C2Oc3ccccc3C3CC(c4cccs4)=NN32)o1 (configuration not stated)	0
80	O=C(NCc1ccccn1)C1CCN(C2CCN(Cc3ccoc3)CC2)CC1	2
116	C=Cc1ccc(CN2C(=O)c3ccccc3Sc3ccc(C(=O)OCc4ccco4)cc32)cc1	-5

New compounds follow
no.	structure	ROC1-CUL1 inh
121	CCc1ccc(NC(=O)CC2C(=O)OCCN2CC)cc1 (configuration not stated)	9
122	COc1ccc(C(=O)Oc2ccc3c(=O)c(-c4ccccc4Cl)coc3c2)cc1OC	-6
123	Cc1ccc(C(=O)OCCn2c(/C=C(/OC(=O)c3ccc(C)cc3)c3ccc(C)cc3)nc3ccccc32)cc1	-1
124	S=C(Nc1ccccc1)Nc1ccc(Oc2ccc(NC(=S)Nc3ccccc3)cc2)cc1	-10
125	CC1CCCCN1S(=O)(=O)c1cc2c3c(c1)CC(=O)N3CCC2 (configuration not stated)	-2
126	COC(=O)c1ccc(/C=N/NC(=O)CSc2nnc(-c3ccccc3)n2-c2ccc(C)cc2)cc1	6
127	Cc1cc(C)c(OCC(=O)N(Cc2ccco2)Cc2ccco2)c(C)c1	3
128	Cn1c(=O)n(C)c2cc(CNC(=O)Nc3nnc(-c4cccs4)s3)ccc21	1

Screens deposited in PubChem by Icahn School of Medicine at Mount Sinai.
